# mcGAS inh – blocks mouse cGAS activity | recombinant cGAS, Kinase-Glo ATP depletion luminescence | inhibition, % at 12.5 µM | 160,000 compounds, 0.15% hits;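 also: 0% = negative control wells and 100% = reference inhibitor with no enzyme activity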
# NPYLR7 agonist – activates Aedes aegypti NPYLR7 receptor; HEK293T NPYLR7/Galpha15, GCaMP6s calcium fluorescence; activation, % at 10 µM; 270,000 compounds, 0.15% hits; AID 1259423; in the data active = activation above about 40%;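 also: 0% = vehicle and 100% = reference agonist at the receptor; some compounds past the cut are filed as inactive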
# hcGAS inh – human cGAS inhibition; AID 1259398; recombinant h-cGAS, ATP depletion, Kinase-Glo luminescence; 290,000 compounds, 0.081% hits; inhibition, % at 12.5 µM; Q8N884;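 also: 0% = vehicle reaction and 100% = reaction without DNA for no activity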
# Target sequence (Q8N884 whole entry, looked up): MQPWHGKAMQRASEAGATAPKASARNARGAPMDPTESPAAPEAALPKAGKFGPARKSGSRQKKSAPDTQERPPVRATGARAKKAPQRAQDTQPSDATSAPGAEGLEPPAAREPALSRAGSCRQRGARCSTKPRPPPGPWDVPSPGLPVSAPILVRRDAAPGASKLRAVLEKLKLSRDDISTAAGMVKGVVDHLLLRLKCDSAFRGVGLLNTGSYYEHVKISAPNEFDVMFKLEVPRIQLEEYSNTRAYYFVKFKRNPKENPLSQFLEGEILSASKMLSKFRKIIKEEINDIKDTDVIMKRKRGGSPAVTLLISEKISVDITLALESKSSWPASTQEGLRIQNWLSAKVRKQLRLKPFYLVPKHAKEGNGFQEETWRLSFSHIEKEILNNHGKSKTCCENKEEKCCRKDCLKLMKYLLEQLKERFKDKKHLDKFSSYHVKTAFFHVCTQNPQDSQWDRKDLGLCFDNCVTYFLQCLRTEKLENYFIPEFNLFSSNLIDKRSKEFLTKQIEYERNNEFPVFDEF
# An asterisk follows results filed as active; . = not tested or not shown. Rule as the data show it, unless noted: active = inhibition above about 40%; inactive = the rest.
1: OC(CN1CCCCCC1)CN1c2ccccc2Sc2ccccc21 (stereo not drawn)
2: CC(=O)c1cccc(NC(=O)c2cccn(OCc3ccc(F)cc3)c2=O)c1
3: O=S(=O)(Nc1ccc(C(F)(F)F)cc1)c1cccc(Cl)c1
4: CCN(CC)S(=O)(=O)c1ccc(C(=O)NNc2nc3cc4c(cc3s2)OCO4)cc1
5: CN1CCc2c(sc(N)c2-c2nc3ccccc3s2)C1
6: COc1ccc(CC2CCN(Cc3ccccc3SC)CC2)cc1
7: CN1C(=O)NC2(CCN(C(=O)c3ccc(-c4ccccc4)cc3)CC2)C1=O
8: CCOCCn1c(N2CCN(Cc3c(F)cccc3Cl)CC2)nc2c1c(=O)[nH]c(=O)n2C
9: C=CCC(O)(CC=C)c1ccc(CN(Cc2cccc(OC)c2OC)C(C)C)o1
10: CCN(CC)S(=O)(=O)c1ccc2c(c1)nc(SCc1ccc(C(F)(F)F)nc1)n2Cc1ccco1

Assay by compound,1,2,3,4,5,6,7,8,9,10
hcGAS inh,-0.5,1.7,-7.6,-0.9,-2.6,-3.8,-0.9,-9.4,-6.3,-3.7
NPYLR7 agonist,3.6,7.5,-4.7,-2.7,14.6,-0.4,24.4,10.4,7.3,23.9
mcGAS inh,-3.6,-4.7,.,-0.7,.,-7.0,-7.0,.,-4.6,-2.5

11: CCCCC(=O)N(C)c1c(C)nc2ccc(C(=O)Nc3ccc(C(N)=O)cc3)cn12
12: COc1ccc(NC2CCCN(C(=O)CN3C(=O)CNC3=O)C2)cc1 (stereo not drawn)
13: CCOc1ccc(-c2cc3c(=O)n(Cc4nc(-c5ccccc5)no4)ccn3n2)cc1
14: O=C(NC(=S)NCCNC(=S)NC(=O)c1cccs1)c1cccs1
15: CCOc1ccc2ccccc2c1CNc1nnnn1CC
16: CC(=O)CSc1ncnc2sc3c(c12)CCCC3
17: C=CCOn1c(=O)c(-c2ccc(OC)c(OC)c2)[n+]([O-])c2ccccc21
18: C=C(C)C1CC=C(CO)CC1 (stereo not drawn)
19: CCOC(=O)c1ccc2nc(NC(=O)CN3CCCCC3)sc2c1
20: CC1(C(=O)NCc2cccc3ccccc23)CCN1C(=O)Cc1ccc(-c2ccccc2)cc1 (stereo not drawn)

Assay by compound,11,12,13,14,15,16,17,18,19,20
hcGAS inh,-6.5,-5.3,-2.6,-5.6,-5.2,-2.4,-10.9,-2.4,-5.0,-4.8
NPYLR7 agonist,0.2,2.6,-5.2,5.6,1.9,6.6,11.4,.,6.2,-2.2
mcGAS inh,-2.1,.,-7.5,-5.5,-5.9,.,.,-5.4,-6.2,-3.3

21: COC(=O)C1=C(C)N(C)C(=O)NC1c1ccc(Br)cc1 (stereo not drawn)
22: FC(F)(F)c1cccc(Nc2nc(C3CC3)nc3ccccc23)c1
23: Cc1[nH]cnc1-c1nccn1CCc1c[nH]c2ccccc12
24: C#CCOC(=O)c1ccc(-n2nc(C)c([N+](=O)[O-])c2C)cc1
25: CN1CCC2(CC1)CCN(C(=O)CN1CCOc3ccccc3C1)C2
26: COC(=O)[C@@H]1C[C@@H](N(C)C)CN1C(=O)c1cc(C)nc2c1cnn2C(C)C
27: COc1ccc2nc(CCN(C)C(=O)CC3COCCN3)[nH]c2c1 (stereo not drawn)
28: CC(C)(O)C#Cc1ccc(CN2CCC(NS(C)(=O)=O)CC2)cc1
29: O=C(O)c1ccc(-n2nncc2-c2cccs2)cc1
30: Oc1ccc(-c2csc(Cc3ccccc3)n2)cc1O

Assay by compound,21,22,23,24,25,26,27,28,29,30
hcGAS inh,-4.2,-5.0,-4.2,3.2,-9.8,-0.9,-1.3,-7.6,-5.3,-3.7
NPYLR7 agonist,6.1,24.2,13.2,-0.2,17.2,7.1,-5.8,6.0,0.9,7.7
mcGAS inh,.,-3.8,.,.,-17.0,-19.3,.,.,-15.6,.

# 2 compounds drawn at random from the list so far:
14: O=C(NC(=S)NCCNC(=S)NC(=O)c1cccs1)c1cccs1
22: FC(F)(F)c1cccc(Nc2nc(C3CC3)nc3ccccc23)c1

Assay by compound,14,22
hcGAS inh,-5.6,-5.0
NPYLR7 agonist,5.6,24.2
mcGAS inh,-5.5,-3.8

# (next part)
31: O=C1CCCN1CCn1ccnc1-c1ccncc1
32: COCC(=O)Nc1ccc(N2CCN(C(=O)c3sccc3C)CC2)nc1
33: COc1ccc(C=C2N=C(c3ccccc3OC(F)F)OC2=O)cc1OC(F)F
34: Cc1ccc(F)c(NC(=O)CCC(=O)NCC2(CO)CCOCC2)c1
35: O=C(O)c1cncc(-c2cccc(-c3ccn[nH]3)c2)c1
36: Cc1cccc(OCC(=O)NCC(=O)N=Nc2c(O)n(CCc3ccccc3)c3ccccc23)c1
37: Cc1cnc(C)c(N2C[C@@H](CN3CCCN(C)CC3)C[C@H](CO)C2)n1
38: Cn1cc(S(=O)(=O)c2ccccc2)c(=O)c2cc(F)c(N3CCCC3)cc21
39: CC1CCN(c2onc(-c3ccccc3)c2CN(Cc2ccccc2)C(=O)c2cccs2)CC1
40: COc1cccc(C(C2Sc3nc(-c4ccco4)nn3C2=O)N2CCC(C)CC2)c1 (stereo not drawn)

Assay by compound,31,32,33,34,35,36,37,38,39,40
hcGAS inh,-4.6,-3.9,2.6,-4.1,0.6,1.0,-9.8,-5.7,-13.1,-2.1
NPYLR7 agonist,-0.2,7.8,1.8,3.3,3.2,-6.8,.,2.1,3.8,3.4
mcGAS inh,.,-6.0,.,.,.,-7.0,-5.4,-6.0,-4.4,0.0

41: O=C(C1CC1(c1ccccc1)c1ccccc1)N1CCCC1c1nnc2c(C(F)(F)F)cccn12 (stereo not drawn)
42: Cn1c(=O)c2ccc(C(=O)N=c3sccn3Cc3ccccc3F)nc2n(C)c1=O
43: Cn1cnnc1SCC(=O)N[C@H]1CCOC[C@H]1C1CCOCC1
44: CCC1CN(c2nc(C)cc(C)n2)CCC(=O)N1Cc1ccccc1 (stereo not drawn)
45: O=[N+]([O-])c1ccc(-n2cnnn2)cc1
46: OC1CCCN(Cc2nc(CC3CC3)no2)C1 (stereo not drawn)
47: O=C(NCc1cccs1)c1nn2c(C(F)(F)F)cc(-c3cccs3)nc2c1Cl
48: CC1CCCCN1C(=O)NCCc1ccc(S(C)(=O)=O)cc1 (stereo not drawn)
49: COc1cc(C2C(=C(O)c3ccc(Cl)cc3)C(=O)C(=O)N2CCN(C)C)cc(OC)c1OC (stereo not drawn)
50: CC(C)(C)c1ccc(CC(=O)N2CCC2(C)C(=O)NS(=O)(=O)c2cccc(C#N)c2)cc1 (stereo not drawn)

Assay by compound,41,42,43,44,45,46,47,48,49,50
hcGAS inh,-9.3,-7.2,-9.0,-7.1,0.6,-5.7,8.8,-9.3,-6.7,-4.9
NPYLR7 agonist,-9.2,2.3,.,5.1,3.8,-6.1,-23.1,6.4,7.8,6.2
mcGAS inh,.,-18.0,-4.5,.,.,-3.3,0.5,-4.7,-8.6,.

51: C/C(=N\NC(=O)CC1N=C(Cc2ccccc2)NNC1=O)c1cccnc1 (stereo not drawn)
52: CCc1nc(C)sc1CNC(=O)C1(COC)CCC1
53: O=C(N=c1sccn1Cc1ccccc1)C1CCN(c2ccc(Cl)nn2)CC1
54: Cc1cc(C(=O)N2CCN(CC(=O)Nc3ccc(OC(F)(F)F)cc3)CC2)c(C)s1
55: O=C(O)COc1ccc(/C=C/c2nc(-c3ccccc3O)n[nH]2)cc1
56: Brc1cccc(C2(NCc3cscn3)CCC2)c1
57: CCc1c(C(=O)NCC(C)(C)N2CCCC(C)C2)cnn1C(C)(C)C (stereo not drawn)
58: CCOC(=O)Nc1ccc2c(c1)NC(=O)CC2c1cccc(-n2cccn2)c1 (stereo not drawn)
59: FC(F)(F)c1nnc2ccc(I)nn12
60: O=C(O)C1CCN(S(=O)(=O)c2c(Cl)cccc2Cl)CC1

Assay by compound,51,52,53,54,55,56,57,58,59,60
hcGAS inh,-5.4,-5.8,0.1,3.3,-2.7,-13.6,6.8,-6.2,-9.2,-5.4
NPYLR7 agonist,-5.2,11.5,-5.0,-3.2,-14.6,6.3,-6.0,13.1,-0.4,9.4
mcGAS inh,.,.,.,.,.,-5.9,.,-4.9,.,.

# Record cards, as listed above. Values in the order: hcGAS inh, NPYLR7 agonist, mcGAS inh
# CC1CCN(c2onc(-c3ccccc3)c2CN(Cc2ccccc2)C(=O)c2cccs2)CC1 reads -13.1, 3.8, -4.4
# CC1(C(=O)NCc2cccc3ccccc23)CCN1C(=O)Cc1ccc(-c2ccccc2)cc1 (stereo not drawn) reads -4.8, -2.2, -3.3
# CN1C(=O)NC2(CCN(C(=O)c3ccc(-c4ccccc4)cc3)CC2)C1=O reads -0.9, 24.4, -7.0
# CCc1c(C(=O)NCC(C)(C)N2CCCC(C)C2)cnn1C(C)(C)C (stereo not drawn) reads 6.8, -6.0, .

# (listing goes on)
61: CCCCCCCCn1c(=O)c2c(nc3n(-c4ccc(S(N)(=O)=O)cc4)c(C)cn23)n(C)c1=O
62: COc1ccc(C2CC(c3ccc(Cl)cc3)=Nc3ncnn32)cc1 (stereo not drawn)
63: CC(C)[C@H]1CC[C@H](C)C[C@@H]1OCC(=O)N1CCC2(CC1)CC(=O)c1ccccc1O2
64: COc1ccccc1CCNC(=O)COc1ccc(CCC(C)=O)cc1
65: Cc1ccccc1N1CCN(c2nc(-c3ccc(F)cc3)ncc2C(=O)NCCc2ccccn2)CC1
66: O=C(CCc1ccccc1)NC1CCN(c2ccccc2C(=O)NCCc2cccs2)CC1
67: Cc1ncc(CO)c(CN(C)Cc2noc(C3CCC3)n2)c1O
68: CCCCN(CCC(=O)N1CCN(c2cccc(Cl)c2)CC1)c1nc(Cc2cccc(OC)c2)ns1
69: O=C(NCCC1CCCO1)c1cnc(-c2ccsc2)s1 (stereo not drawn)
70: CC(C)c1nnc(SCC2CCCCO2)n1C (stereo not drawn)

Assay by compound,61,62,63,64,65,66,67,68,69,70
hcGAS inh,0.4,-3.7,-4.7,-6.8,-4.4,-4.5,-6.3,3.6,-12.8,-12.5
NPYLR7 agonist,9.5,37.6,-11.5,-4.1,.,17.3,5.5,-16.8,2.1,0.4
mcGAS inh,-7.6,.,-5.1,.,-4.4,-5.4,.,2.3,.,.

# Molecules shown so far containing bromine:
21: COC(=O)C1=C(C)N(C)C(=O)NC1c1ccc(Br)cc1 (stereo not drawn)
56: Brc1cccc(C2(NCc3cscn3)CCC2)c1

Assay by compound,21,56
hcGAS inh,-4.2,-13.6
NPYLR7 agonist,6.1,6.3
mcGAS inh,.,-5.9

# (more compounds)
71: O=C(CSc1ncnc2c1nnn2Cc1ccc(F)cc1)N1CCOCC1
72: O=C1C(=Cc2ccc(N3CCCCC3)cc2)COc2ccccc21
73: COc1ccccc1N1CCN(CCN2C(=O)CC3(CCCC3)CC2=O)CC1
74: O=S(=O)(Cc1sc2ccccc2c1Cl)c1nccn1C1CC1
75: Cc1c(S(=O)(=O)CCNC(=O)Nc2ccccc2C#N)c2ccccc2n1Cc1ccccc1
76: O=c1oc2cc(O)ccc2cc1-c1ccc2c(c1)OCCO2
77: N#Cc1ccccc1NC(=O)Nc1c2ccccc2nc(=O)n1CCc1ccccc1
78: Clc1ccccc1CN1CCN(N=Cc2ccccn2)CC1
79: COc1ccc(-c2nn(-c3ccccc3)cc2C=C2C(=O)NC(=S)NC2=O)cc1[N+](=O)[O-]
80: Cc1ccc(CNC(=O)CCc2nnc(CCc3c[nH]c4ccccc34)o2)o1

Assay by compound,71,72,73,74,75,76,77,78,79,80
hcGAS inh,-4.4,-5.0,-4.5,-9.7,-1.0,-7.0,-1.3,-1.4,-2.9,-2.8
NPYLR7 agonist,8.3,1.7,7.2,5.0,0.4,5.4,4.8,-4.4,1.8,0.6
mcGAS inh,4.5,-4.1,-2.5,-1.6,.,-4.1,.,0.0,-5.4,-4.0

81: O=S(=O)(NC1CCCC1)c1ccc(S(=O)(=O)N2CCN(c3ncccn3)CC2)cc1
82: C=CCn1c(=O)c(C(=O)Nc2nc(C)cs2)c(O)c2ccccc21
83: COc1cccc(Oc2cnn(-c3ccccc3Cl)c(=O)c2Nc2cccc(C(=O)NC3CC3)c2)c1
84: COCCNC(=O)[C@@]1(OCc2ccc(F)cc2)CC(OCc2c(F)cccc2F)[C@@H]2OC(C)(C)O[C@@H]2C1 (stereo partly drawn)
85: CC(C)(C)C(=O)N1CCN(Cc2nnnn2-c2ccc(Cl)cc2)CC1
86: CC(=O)NC1=NC(=O)C(CC(=O)c2ccc(C)cc2)S1 (stereo not drawn)
87: Cc1ccc(S(=O)(=O)N2CCCCC2)cc1-n1c(C)ccc1C
88: O=C(N1CCC(Cc2ccccc2)CC1)C(Cl)(Cl)Cl
89: CS(=O)(=O)c1cccc(C(=O)Nc2ccccc2F)c1
90: CCC#CCN1CCc2c(cnn2-c2ccccn2)C1

Assay by compound,81,82,83,84,85,86,87,88,89,90
hcGAS inh,-7.3,-3.1,-1.2,0.0,0.3,-2.7,-7.4,-6.1,-4.1,-1.0
NPYLR7 agonist,3.4,3.3,-0.3,3.7,-5.4,-14.7,-0.1,3.6,-7.5,-1.1
mcGAS inh,.,-2.9,-2.4,-7.0,-3.3,.,.,-6.6,.,.

# Screening results deposited in PubChem BioAssay by Fisher Drug Discovery Resource Center.
